# PGE2 EP2 inh: blocks the human prostaglandin E2 receptor EP2; P43116; C6 glioma cells expressing human EP2, cAMP TR-FRET; cells stimulated with saturating PGE2; inhibition, % at 25 µM; actives 0.52% (n = 260,000); AID 1422;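 active = percent inhibition above 40 after rounding to a whole number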;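 also: rat C6 glioma host cells with rolipram phosphodiesterase inhibitor present; the protocol text gives 20 µM as final concentration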
# eIF4E-4G inh: blocks eIF4E binding to eIF4G; inhibition, % at 21.7 µM; actives 0.37% (n = 220,000); TR-FRET eIF4E-eIF4GI(517-606) binding, 2 h; AID 782;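 active = inhibition above about 30%, limit read from the data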;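 also: 0% = full FRET control wells and 100% = background wells lacking eIF4GI fragment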
# S1P4 antag: antagonists of human S1P4 receptor; O95977; S1P4-expressing cells, antagonist mode, reporter read-out; inhibition, % at 4.98 µM; actives 0.26% (n = 220,000); AID 1510; in the data active = inhibition above about 29%;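 also: 0% = wells stimulated with agonist and 100% = vehicle wells without agonist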
# S1P4 ag: human S1P4 receptor agonism; O95977; S1P4-expressing cell line, agonist reporter assay; activation, % at 4.98 µM; actives 0.35% (n = 220,000); in the data active = activation above about 11%;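 also: 0% = DMSO vehicle and 100% = reference agonist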
# NPY2 pot ag: human NPY-Y2 potentiation or agonism, primary screen. P49146. cells expressing NPY-Y2, potentiator/agonist read-out. activation, % at 3.6 µM. actives 0.45% (n = 220,000). AID 1359; in the data active = activation above about 27%;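 also: cells stimulated with NPY near EC25 plus isoproterenol at EC100; 0% = vehicle plus submaximal agonist and 100% = vehicle plus saturating agonist; some results beyond the cut were filed as inactive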
# EP2 mod: EP2 receptor (human) modulation | P43116 | EP2-expressing cells, cAMP HTRF FRET, PGE2 co-stimulation | induction, % at 25 µM | actives 0.83% (n = 260,000);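 active = compounds whose cAMP rise, as percent of the full-agonist control response, exceeds 60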;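 also: rat C6 glioma line stably carrying human EP2 under a CMV promoter; the protocol text gives 20 µM as final concentration; 100% = response of wells given 1 µM PGE2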
# NPY-Y1 PAM-ag: human NPY-Y1 potentiation or agonism, primary screen. activation, % at 3.6 µM. NPY-Y1 expressing cells, potentiator/agonist activation. AID 1304. actives 0.37% (n = 220,000). P25929; in the data active = activation above about 33%, passing the limit was not always enough;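 also: cells stimulated with NPY at EC10 then isoproterenol at EC100; 0% = low agonist plus stimulus and 100% = saturating agonist plus stimulus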
# p97 ATPase inh: human p97 ATPase inhibition; P55072; recombinant p97 ATPase, Kinase-Glo ATP luminescence, 3 h; inhibition, % at 8 µM; actives 0.42% (n = 220,000); AID 1481; in the data active = inhibition above about 15%;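 also: 0% = DMSO vehicle and 100% = wells lacking enzyme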
# Target sequence (P55072 whole entry, looked up): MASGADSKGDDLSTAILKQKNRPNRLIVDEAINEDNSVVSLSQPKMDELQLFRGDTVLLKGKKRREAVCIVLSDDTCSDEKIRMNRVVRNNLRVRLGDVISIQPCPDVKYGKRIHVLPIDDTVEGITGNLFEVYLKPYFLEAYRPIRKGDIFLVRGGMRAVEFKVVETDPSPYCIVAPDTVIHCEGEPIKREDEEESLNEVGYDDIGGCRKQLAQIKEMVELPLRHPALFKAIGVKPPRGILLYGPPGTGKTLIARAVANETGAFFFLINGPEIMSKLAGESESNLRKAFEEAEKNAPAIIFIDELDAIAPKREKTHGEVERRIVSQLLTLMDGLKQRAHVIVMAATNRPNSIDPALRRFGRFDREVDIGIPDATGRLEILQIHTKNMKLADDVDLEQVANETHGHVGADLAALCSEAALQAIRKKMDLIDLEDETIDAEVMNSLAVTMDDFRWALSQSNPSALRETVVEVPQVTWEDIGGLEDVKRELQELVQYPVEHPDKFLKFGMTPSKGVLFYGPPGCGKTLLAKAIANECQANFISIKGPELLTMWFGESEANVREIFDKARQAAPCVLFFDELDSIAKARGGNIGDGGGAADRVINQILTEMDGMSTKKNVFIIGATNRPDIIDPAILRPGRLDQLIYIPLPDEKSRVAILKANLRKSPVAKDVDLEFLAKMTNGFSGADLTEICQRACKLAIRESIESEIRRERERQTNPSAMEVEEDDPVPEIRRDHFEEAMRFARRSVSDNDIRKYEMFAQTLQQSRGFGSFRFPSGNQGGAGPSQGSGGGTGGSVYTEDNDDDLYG
# NPY-Y1 antag: blocks the human neuropeptide Y Y1 receptor. P25929. HEK293-CNG Y1 cells, membrane potential fluorescence; NPY at EC95, then isoproterenol. inhibition, % at 3.6 µM. actives 1% (n = 200,000). AID 1040;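 active = inhibition above the campaign mean inhibition of all tested compounds plus 3 SD, cut at about 20% in these data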;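 also: 0% = DMSO wells given NPY plus isoproterenol and 100% = isoproterenol alone without NPY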
#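 Benchmarks – high control isoproterenol alone, low control NPY with isoproterenol · Material – HEK293 Y1/CNG channel cell line · Times – dye 3 h, compound 60 min room temperature, stimulation 45 min · Probe or stimulus – NPY (25 nM), isoproterenol (1 µM), Ro 20-1724 (25 µM) · Evaluation – % inhibition of NPY effect · Signal – fluorescence, membrane potential probe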
# * hit, by the source's call; . = not tested or not shown; & = joins results of further samples; [ ] = another dose, or the depositor's remark. Some of the compounds tested; count on the stated rates, not on these rows.
# A first look, 2 compounds:
SMILES,PGE2 EP2 inh,eIF4E-4G inh,S1P4 antag,S1P4 ag,NPY2 pot ag,EP2 mod,NPY-Y1 PAM-ag,p97 ATPase inh,NPY-Y1 antag
COCCn1c(SCC(=O)c2c(-c3ccccc3)n(C)c3ccccc23)nnc1-c1ccncc1,7,-1,-12,-0.8,5,18,5,5,2
O=C(Nc1ccc(Nc2ccccc2)cc1)Nc1ccccc1Cl,21,12,3,0.9,8,-29,22,11,.

# The listing (from the top)
SMILES,PGE2 EP2 inh,eIF4E-4G inh,S1P4 antag,S1P4 ag,NPY2 pot ag,EP2 mod,NPY-Y1 PAM-ag,p97 ATPase inh,NPY-Y1 antag
COCCn1c(SCC(=O)c2c(-c3ccccc3)n(C)c3ccccc23)nnc1-c1ccncc1,7,-1,-12,-0.8,5,18,5,5,2
O=C(Nc1ccc(Nc2ccccc2)cc1)Nc1ccccc1Cl,21,12,3,0.9,8,-29,22,11,.
Cc1nc(NC(=O)c2ccco2)sc1-c1csc(Nc2ccc(Cl)cc2)n1,20,2[fluorescence artefact?],5,1.1,5,-4,13,2,-3
COc1ccc(-n2cc(CNC(C)c3ccncn3)c(-c3cccc(F)c3)n2)cc1 (stereo not given),5,-2,-8,1.0,-8,-28,-14,2,-1
Cc1ccccc1NC(=O)c1ccc(F)c(S(=O)(=O)N2CCCCC2)c1,0,0,-2,4.2,-15,-17,-21,-2,4
O=C1c2ccccc2CN1CCNS(=O)(=O)c1ccc(Cl)cc1,9,4,-9,-1.9,10,26,-12,0,8
Cc1c(C#N)c2ncn(Cc3ccccc3)c(=O)c2n1-c1ccccc1,12,7,-9,-0.1,6,30,-5,2,7
Cc1ccc(Cn2nnnc2CN2CCC(O)(c3ccc(F)cc3)CC2)cc1,3,2[fluorescence artefact?],6,-1.0,1,-33,-22,-2,4
COc1ccccc1OCC(O)Cn1c(Br)nc2c1c(=O)[nH]c(=O)n2C (stereo not given),17,5,8,0.7,-9,6,-25,-4,3
COc1ccc(CNc2ccc(S(N)(=O)=O)cc2)cc1,5,3,1,-1.7,19,15,7,8,2
Cc1cc(Cl)ccc1OCC(=O)NC1CCCC1,-1,-10,-4,-0.2,6,0,13,-2,-1
Cc1cccc(NC(=O)c2cc3c(=O)n4ccccc4nc3n(CC(C)C)c2=N)c1,6,-3,-11,1.0,-3,32,6,1,3
O=C(O)CCCN=Cc1c(O)c2ccccc2oc1=O,1,-1,-15,1.4,-1,13,4,6,2
O=C(NC1CCCC1)C(c1ccccn1)N(C(=O)c1csnn1)C1CCCCC1 (stereo not given),15,2,2,0.1,3,-6,-33,-5,-5
O=C(NCc1ccc2c(c1)OCO2)C1CC(=O)N(c2ccc(O)cc2)C1 (stereo not given),12,-4[fluorescence artefact?],-7,0.9,5,5,-2,7,0
Cc1csc(C(=O)NN)c1N(C)C,7,0,17,1.1,-8,-11,2,5,.
CCC(=O)Nc1cccc(NC(=O)CSc2nnc(-c3ccc(NS(C)(=O)=O)cc3)n2C)c1,.,.,1,-0.9,2,20,-2,4,1
Cc1ccc(NC(=O)C2CC(=O)N(CCc3ccccc3)C2)c(C)c1 (stereo not given),5,-3,-37,-3.0,-3,7,5,-2,3
CSCCNC(=O)c1ccc(OC2CCN(CCc3ccccc3)CC2)cc1,5,2,8,0.0,1,-61,-3,-1,2
CCc1noc(N)c1C(=O)Nc1ccc(F)c(Cl)c1,12,-5,9,-1.2,-7,-27,-7,2,1
NC1=NN=C(N2N=C(c3ccccc3)CC2(O)C(F)(F)F)n2ncnc2C1 (stereo not given),0,-2,3,0.4,-8,20,-15,0,3
CCc1ccccc1NC(=O)c1ccc(F)c(S(=O)(=O)N2CCC(C(N)=O)CC2)c1,9,1,1,0.1,-10,15,6,1,-3
COc1cc(C(=O)Nc2ccc(S(=O)(=O)Nc3onc(C)c3C)cc2)cc(OC)c1OC,17,0[fluorescence artefact?],-7,-0.1,-1,14,-15,0,6
COc1ccc(N2CSC3=C(C#N)C(c4cccc(OC)c4OC)CC(=O)N3C2)cc1 (stereo not given),13,-1,-13,-2.0,-9,20,-3,5,4
CC1(C)O[C@@H]1COc1c2ccoc2cc2oc(=O)ccc12,9,4,3,0.2,-4,17,-22,5,4
CS(=O)(=O)N1CCC(C(=O)Nc2ccccc2)CC1,4&6,6,4,2.0,-5,-20&1,15,1,-2
COc1ccc(Cl)cc1NC(=S)NCc1ccco1,4,0,-5,-1.4,7,-7,4,0,3
CCOC(=O)N1CCN(CC(O)COc2c(OC)cccc2OC)CC1 (stereo not given),8,6,6,-1.7,12,-27,-8,-1,-7
CCOC(=O)CSc1nnc(N)s1,9,2,2,2.1,-14,-12,2,-2,-2
CCOc1ccccc1NC1=CC(=O)CC(c2ccccc2)C1 (stereo not given),16,8,-18,-0.7,-8,31,-32,2,9
O=C(COc1ccc2ccccc2c1)N1CCN(C(=O)c2ccco2)CC1,1,2,-42,4.3,-1,-12,4,2,-4
Cc1cc(NC(=O)CSCC(=O)N(c2ccc(F)cc2)C(C(=O)NC2CCCCC2)c2ccc(O)c(O)c2)no1 (stereo not given),3,4[fluorescence artefact?],-2,-1.9,6,10,8,5,-1
CN1CCN(C(=S)c2ccc(-c3cccc(Cl)c3Cl)o2)CC1,21,2,-5,0.3,-1,-59,18,-6,4
COc1ccc(/C(CC2(O)C(=O)Nc3ccccc32)=N\O)cc1 (stereo not given),7,1,-16,0.9,19,9,10,3,-2
CC(=O)c1ccc(OCC(O)CNCc2ccc3c(c2)OCO3)cc1 (stereo not given),4,-7,6,1.4,-14,-1,-12,4,.
CC(=O)NCCc1nc2ccccc2n1Cc1cc(C)ccc1C,2,-7,-14,-1.5,4,7,16,1,.
O=C(/C=C/c1ccccc1[N+](=O)[O-])Nc1cccnc1,7,4,0,0.3,-5,10,0,2,6
CC(C)(C(=O)c1ccccc1)/[N+]([O-])=C/c1ccccc1F,8,.,-7,-1.1,3,.,10,3,7
COc1ccc(/C=C/C(=O)NCc2cccnc2)cc1,8,0[fluorescence artefact?],-26,-0.8,4,-3,8,-5,4
Cc1cccc(OCCOc2ccccc2C=C(C#N)C#N)c1,7,1,-22,1.3,-1,2,6,1,-11
CCC(CC)C(=O)NN(C(=O)c1ccncc1)C1CC(=O)N(c2ccccc2)C1=O (stereo not given),9,3,-5,-1.2,6,16,-2,6,.
C/C(=N\NC(=O)CNc1cccc2ccccc12)c1ccc(Br)s1,4,-1[fluorescence artefact?],-10,0.3,10,12,-3,5,4
CCN(CC)CCN1C(=O)C(O)=C(C(=O)c2cc3cccc(OC)c3o2)C1c1cccs1 (stereo not given),22,3,-6,2.0,21,27,3,5,.
CCOc1ccccc1C(=O)NC(C(=O)NCc1ccc(F)cc1)C(C)C (stereo not given),4,-3,-7,-1.5,-2,-19,15,1,3
CC(C)C(C(=O)C=[N+]=[N-])N1C(=O)c2ccccc2C1=O (stereo not given),6,-2,-2,0.8,4,8,-4,0,-7
CCOC(=O)C1=C(C)NC2=C(C(=O)OC2)C1c1ccccc1 (stereo not given),2,2,-21,-0.6,3,15,-7,-2,-4
Cc1nc(SCC(=O)Nc2cccnc2Cl)nc(C)c1C,4,-2,-9,0.6,-3,26,2,0,4
CCCN(CCC)CC(O)Cn1cc(/C=C/C(=O)c2cccs2)c2ccccc21 (stereo not given),7,16,34*,2.0,3,-27,-9,0,2
O=C1NCCN/C1=C\C(=O)c1cccc(Br)c1,9,-1,3,-0.5,-13,-42,4,-2,.
COc1ccc(/C=N/OCc2nc3c4c(ncn3n2)Oc2ccc3ccccc3c2C4c2ccccc2)cc1 (stereo not given),2,-5,-16,-0.1,1,5,25,6,-4

# Three structures out of the list, arranged by count of non-hydrogen atoms, low to high:
SMILES,PGE2 EP2 inh,eIF4E-4G inh,S1P4 antag,S1P4 ag,NPY2 pot ag,EP2 mod,NPY-Y1 PAM-ag,p97 ATPase inh,NPY-Y1 antag
COc1ccc(Cl)cc1NC(=S)NCc1ccco1,4,0,-5,-1.4,7,-7,4,0,3
O=C(NC1CCCC1)C(c1ccccn1)N(C(=O)c1csnn1)C1CCCCC1 (stereo not given),15,2,2,0.1,3,-6,-33,-5,-5
COc1ccc(/C=N/OCc2nc3c4c(ncn3n2)Oc2ccc3ccccc3c2C4c2ccccc2)cc1 (stereo not given),2,-5,-16,-0.1,1,5,25,6,-4

# (list continues)
SMILES,PGE2 EP2 inh,eIF4E-4G inh,S1P4 antag,S1P4 ag,NPY2 pot ag,EP2 mod,NPY-Y1 PAM-ag,p97 ATPase inh,NPY-Y1 antag
COc1ccc(S(=O)(=O)NN(C)C)cc1N(C)S(=O)(=O)c1ccc(Cl)cc1,5,9,-4,-0.3,-2,12,33,-4,-4
ON1C(c2ccccc2)CC2(O)c3nonc3CCC12 (stereo not given),2,3,1,0.0,18,23,37,3,6
Cc1cccc(-c2noc(CNC(=O)Nc3ccc(F)cc3)n2)c1,3,2,12,0.4,-14,-52,-35,-1,1
O=C(NNc1nc(-c2ccccc2)cs1)c1ccco1,-1,-3,-5,1.0,7,0,-9,-3,0
c1ccc(Oc2nc(Oc3ccccc3)nc(N3CCOCC3)n2)cc1,10,5,-11,1.4,5,43,-11,0,0
CC(C)C(=O)Nc1ccc([N+](=O)[O-])cc1Br,3,-1,-29,-0.2,9,9,-10,6,-3
CCOc1cc(N2CCOCC2)c(OCC)cc1NC(=O)CSc1cccc[n+]1[O-],4,10[fluorescence artefact?],-14,1.6,-2,8,0,3,5
CCC(C)NC(=O)Cn1cnc2sc(C)cc2c1=O (stereo not given),9,0,-9,0.6,-6,17,-12,-6,0
COc1ccc([N+](=O)[O-])cc1NC(=O)Cc1ccccc1Cl,1,7,-14,3.7,12,3,-11,1,7
Cc1cc(-c2nnc(-c3cccc(C(F)(F)F)c3)o2)no1,17,4,1,0.6,-7,-6,-22,-7,.
COc1ccc(C)cc1NC(=O)Nc1cnccn1,9,1,-9,-0.7,0,-11,-5,1,0
CCCN1C(=O)C(O)(C2COC(C)(C)CC2=O)c2ccccc21 (stereo not given),12,1,-7,-0.6,0,13,-1,3,-2
CSc1nsc(SC)c1C(=O)NCCNS(=O)(=O)c1ccc(C)cc1,10,11,-7,-1.8,-9,1,-13,-2,0
O=S(=O)(Nc1nc2ccccc2s1)c1ccc(Br)s1,10,-3,-11,1.8,1,8,0,2,4
C=CCOc1ccc(/C=N\NC(N)=S)cc1,4,0,6,-0.7,-4,-16,-20,-3,0
COc1ccc(NC(=O)C2CCCN2S(=O)(=O)c2ccc(C)cc2)cc1 (stereo not given),7,-8,-5,2.3,-2,-45,15,0,-2
Cn1cnc([N+](=O)[O-])c1Sc1ccc(C(C)(C)C)cc1,10,0,8,-0.3,-7,-16,-1,-1,.
O=C1/C(=C/c2ccccc2)N=C(N2CCOCC2)N1c1cccc(Cl)c1,10,9,-6,0.8,6,-12,5,-1,0
COC(=O)C1=C(CSc2nccn2C)NC(=O)NC1c1cc(C)ccc1C (stereo not given),6,-3[fluorescence artefact?],-4,2.8,2,34,-18,-5,0
O=[N+]([O-])c1cccc(CNCc2ccccc2)c1,6,-1,-14,2.4,-4,-4,-1,-3,2
C#CCNC(=O)C1=C[C@H](c2coc3ccccc3c2=O)C[C@H](OCCCCO)O1,1,2,-3,-0.5,-12,7,0,4,2
C/C(=N\NC(=O)c1ccccc1F)c1ccc(C#N)cc1,3,1,-11,0.1,-4,1,20,2,0
Cc1ccc(OCC(=O)NNC(=O)CCC(=O)NCc2ccccc2)cc1,8,7[fluorescence artefact?],-10,0.1,-7,10,-7,-5,3
CCOC(=O)c1c(C)[nH]c(C(=O)NNC(=O)c2ccccc2)c1C,7,-1,-21,-0.7,0,-22,12,3,7
C=C(C)Cn1c(CCNC(=O)CCC)nc2ccccc21,9,4,-23,0.8,-1,6,-1,-1,-4
